ASAP1 inh = blocks human ASAP1-stimulated Arf1 GTP hydrolysis; Q9ULH1; GDP FP detection; inhibition, % at 16.5 µM; 360,000 tested, 0.19% active; AID 624377; in the data active = inhibition above about 25%;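 also: 0% = vehicle with enzyme and substrate and 100% = no enzyme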
Rev-erbA mod = modulates human Rev-erb alpha binding to DNA; P20393; Rev-erbα–FITC-DNA binding, fluorescence polarization, 90 min; activity, % at 10 µM; 370,000 tested, 0.79% active; AID 1259318;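 active = activity above about 14%, limit read from the data; passing the limit was not always enough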;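 also: 0% = DMSO wells with 35 nM protein and 100% = DMSO wells with 750 nM protein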
Target sequence (P20393 whole entry, looked up): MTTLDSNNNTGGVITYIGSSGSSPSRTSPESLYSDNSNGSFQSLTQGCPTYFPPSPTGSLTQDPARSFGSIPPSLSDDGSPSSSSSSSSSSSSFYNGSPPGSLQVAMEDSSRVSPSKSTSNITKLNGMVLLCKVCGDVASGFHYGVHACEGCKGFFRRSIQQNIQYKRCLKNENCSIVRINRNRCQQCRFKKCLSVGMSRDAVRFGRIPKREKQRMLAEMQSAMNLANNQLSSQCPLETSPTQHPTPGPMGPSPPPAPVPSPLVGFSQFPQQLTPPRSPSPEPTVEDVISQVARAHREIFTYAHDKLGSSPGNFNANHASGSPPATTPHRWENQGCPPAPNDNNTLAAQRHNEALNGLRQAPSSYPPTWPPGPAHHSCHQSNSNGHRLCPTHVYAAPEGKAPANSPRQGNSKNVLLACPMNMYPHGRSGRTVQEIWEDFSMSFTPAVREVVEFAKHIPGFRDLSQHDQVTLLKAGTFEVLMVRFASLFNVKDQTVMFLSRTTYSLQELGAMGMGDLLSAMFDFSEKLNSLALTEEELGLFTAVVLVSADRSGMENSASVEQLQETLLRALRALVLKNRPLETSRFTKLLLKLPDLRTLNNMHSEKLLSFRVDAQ
DDE Tn7 FP inh = disrupts Tn7 cyclic peptide binding to fibrin D-Dimer-E complex. AID 720508. 370,000 tested, 0.13% active. FP displacement of FITC-Tn7 peptide from fibrin DD(E); 0% = median of compound wells per plate. inhibition, % at 8.3 µM;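 active = inhibition above the mean of compounds falling within the control limits plus 3 SD of them, cut at about 14% in these data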;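 also: 0% = plate median of compound wells and 100% = 10 µM Aha-Tn7 peptide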
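Assay system: Fibrin-DD(E) protein isolated from polymerized human fibrin clots; read-out basis: percent inhibition; medium: Tris/NaCl/CaCl2 buffer, pH 7.8; signal: FP measurement; incubation: 10 min plus 3 h, room temperature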
KLK7 zymogen act = proKLK7 (human) activation, primary screen; P49862; purified proKLK7, EDANS-DABCYL substrate fluorescence; 100% is mature enzyme control, 0% vehicle; activation, % at 7 µM; 370,000 tested, 0.9% active; AID 652039;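 active = activation above the mean of all tested compounds plus 3 SD, computed per campaign excluding outliers beyond control limits, cut at about 13% in these data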
Target sequence (P49862 whole entry, looked up): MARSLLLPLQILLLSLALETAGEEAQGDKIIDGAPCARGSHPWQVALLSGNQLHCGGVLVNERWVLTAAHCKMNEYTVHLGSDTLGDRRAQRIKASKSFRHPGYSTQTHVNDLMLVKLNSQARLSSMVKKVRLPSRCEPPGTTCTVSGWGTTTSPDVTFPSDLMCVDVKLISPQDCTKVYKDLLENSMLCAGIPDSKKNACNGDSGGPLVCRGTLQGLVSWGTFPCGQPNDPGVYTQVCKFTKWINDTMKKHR
UHRF1 MBD2 ctr = human UHRF1 methylated DNA binding inhibitors | inhibition, % at 4.4 µM | 370,000 tested, 0.75% active | UHRF1 binding to methylated oligo, TR-FRET | Q96T88 | AID 687016; in the data active = inhibition above about 21%;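 also: UHRF1 SRA domain binding a hemimethylated CpG hairpin DNA probe; 0% = median of test compound wells and 100% = reference inhibitor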
DDE Tn6 FP inh = inhibitors of Tn6 peptide binding to human fibrin DD(E); AID 720509; 370,000 tested, 0.21% active; inhibition, % at 8.3 µM; P02675; Fibrin DD(E) TRITC-Tn6 fluorescence polarization displacement;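 active = inhibition above a per-campaign cutoff: mean of compounds within control limits plus 3 SD, cut at about 15% in these data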;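 also: 0% = median of all compound wells on the plate and 100% = blocking peptide control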
PLCg1 inh = blocks human PLC-gamma1 enzyme activity; purified PLC-gamma1, fluorogenic substrate, fluorescence; P19174; 370,000 tested, 0.84% active; inhibition, % at 12.2 µM; AID 720700; in the data active = inhibition above about 9.5%
ARFGAP1 inh = inhibitors of rat ARFGAP1; 360,000 tested, 0.26% active; Arfgap1-stimulated ARF1 GTP hydrolysis, GDP FP detection; Q62848; inhibition, % at 16.5 µM;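 active = inhibition above a per-plate limit, mean inhibition of low control wells plus 3 SD, cut at about 25% in these data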;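 also: 0% = DMSO wells with enzyme and 100% = wells lacking Arfgap1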
Target sequence (Q62848 1-136 limits assumed): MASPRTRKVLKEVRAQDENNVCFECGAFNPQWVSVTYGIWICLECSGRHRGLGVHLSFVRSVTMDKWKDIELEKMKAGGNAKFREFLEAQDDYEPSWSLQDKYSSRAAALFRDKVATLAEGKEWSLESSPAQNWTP
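Material – truncated rat Arfgap1 GAP domain · Buffer or medium – HEPES-based buffer, pH 7.5 · Reagent – human ARF1(Δ1-17)-GTP substrate · Dosing – 16.5 µM single point, 1.26% DMSO · Schedule – GTP hydrolysis reaction 2 h at 25 °C · Technique – GDP detection by fluorescence polarization · Benchmarks – No-Arfgap1 wells (100%) versus DMSO full-reaction wells (0%) · Repeats – single replicate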
PLC-beta3 inh = blocks human PLC-beta3 enzyme activity; Q01970; Purified PLC-beta3, fluorogenic substrate, fluorescence; 370,000 tested, 0.18% active; inhibition, % at 12.2 µM; in the data active = inhibition above about 11%;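 also: 0% = median of compound wells on plate and 100% = full blocker control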
sPLA2-III inh = Blocks human group III sPLA2 activity | inhibition, % at 12.2 µM | 370,000 tested, 0.56% active | Q9NZ20 | QFRET BODIPY PC-A2 liposome hydrolysis, fluorescence | AID 743126;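 active = inhibition above mean plus 3 SD of compounds lying within the high and low control bounds, cut at about 19% in these data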;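 also: 0% = median of test compound wells and 100% = no enzyme DMSO wells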
* hit, by the source's call; / = no result given; & = joins results of further samples.

SMILES	ASAP1 inh	Rev-erbA mod	DDE Tn7 FP inh	KLK7 zymogen act	UHRF1 MBD2 ctr	DDE Tn6 FP inh	PLCg1 inh	ARFGAP1 inh	PLC-beta3 inh	sPLA2-III inh
Cc1cccc(N2CCN(C(=O)CCc3nc4ccccc4c(=O)[nH]3)CC2)c1C	-11	-1	1	0.0	1	4	1	-2	3	9
CC(C)(C)OC(=O)C[C@H]1C/C=C\C[C@@H](CC(=O)NCCO)C(=O)NC[C@H](c2ccccc2)OC1=O	-12	-9	-4	-0.7	0	-5	1	-4	5	4
CC(c1ccc(Cl)cc1)N(CCN(C)C)c1ccccn1 (stereo not drawn)	-6	4	-3	-0.2	-5	-1	-1	-4	0	-6
O=C(c1cc(C2CC2)nn1-c1ccccc1)N1CCN(Cc2c(F)cccc2Cl)CC1	-1	-1	0	0.2	-2	3	0	2	-6	-3
CC(NC(=O)CN1c2cccc3cccc(c23)S1(=O)=O)c1ccccc1 (stereo not drawn)	12	13	2	2.4	-2	-6	-222	-2	-306	8
O=C(Nc1ccc(-c2nnc(-c3ccccc3)o2)cc1)C(F)(F)F	-14	6	-5	0.3	1	-2	-34	6	-47	-3
C=CCc1ccccc1OCC(O)CN1CCN(c2ccccc2OC)CC1 (stereo not drawn)	-2&-1	4&-2	-5&4	-0.6&0.1	2&-2	-2&-1	4&1	5&8	-2&1	-4&6
NC(=O)C1(S(=O)(=O)c2ccccc2)CCCCC1	6	1	-11	0.3	3	0	7	-1	4	0
CCC(NC(=O)C1C2C=CC3(CN(Cc4ccccc4)C(=O)C13)O2)c1ccccc1 (stereo not drawn)	/	-5	10	-0.3	0	1	-2	/	3	-3
CCN(CC)c1ccc(NC(=S)NC(=O)Cc2ccccc2)cc1	12	-2	0	0.1	3	-2	-1	-1	0	10
Cc1ccc(N=Cc2ccc(N(C)C)cc2)cc1C	-2	-3	4	-0.4	-1	4	2	-6	6	4
CC(C)C(=O)Nc1ccc(C=C2C=Cc3ccccc32)cc1	6	4	8	-0.4	-2	5	1	12	-2	-10
COc1ccc(CC(=O)Nc2cc(C)ccn2)cc1	12	-3	1	0.4	1	-4	0	-5	-2	2
COC(=O)[C@H](CC(C)C)N(Cc1cn(CC2CCCCC2)nn1)S(=O)(=O)c1ccccc1Br	/	8	6	1.1	18	6	4	/	2	3
NC(=NCCc1ccccc1)NS(=O)(=O)c1ccc2ccccc2c1	-5	3	-10	0.6	-5	0	0	-2	3	-4
O=C(NCCN1Cc2ccccc2C1=O)c1cccs1	1	-5	-1	0.0	5	-1	4	6	2	1
Cc1cc(C(C)(C)C)oc1C(=O)N(CC(=O)NC1CCCC1)c1c(C)cccc1C	-5	2	2	0.3	2	1	-4	-3	2	2
Cc1nn(C)c(C)c1NC(=O)CSc1nnc(C)n1-c1ccccc1	3	1	1	-0.5	-5	3	2	-2	4	1
CC1Cc2ccccc2N1C(=O)CSc1ccccn1 (stereo not drawn)	-26	-7	4	0.2	5	4	0	-6	-5	7
CCCn1c(SCC(=O)Nc2ccccc2-c2ccccc2)nnc1-c1ccoc1C	19	-5	-1	-0.7	1	2	0	-7	1	-5
C/C(CCc1ccc2c(c1)OCO2)=N\N=C(/N)SC1CC(=O)N(c2ccccc2F)C1=O (stereo not drawn)	1	2	1	0.0	-1	5	0	1	-5	-10
C=CCN1CC2CC3(COc4cc(C)cc(C)c4)C=CC2(O3)C1=O (stereo not drawn)	-7	-4	0	-2.2	4	6	-1	-10	1	4
CC(C)c1cc(C(=O)OCC(=O)NC(=O)NCc2ccco2)c(O)c(C(C)C)c1	4	16*	-4	-0.1	2	-3	-21	9	-25	-9
CCCS(=O)(=O)NC(=O)C1(C)CCCN(C(=O)c2ccccc2Br)C1 (stereo not drawn)	-5	-7	-8	-0.2	-2	7	-4	4	5	6
O=C(COC(=O)CSc1ccc(F)cc1)NC1CCCCCC1	13	-10	3	0.5	-2	3	-1	-11	-8	-14
O=C(CC1CCCC1)N1CCN(S(=O)(=O)c2ccc(F)cc2)CC1	2	5	-3	0.4	0	-3	-2	-2	-1	2
CCOc1ccc(CNc2ccc(N3CCOCC3)c(C(=O)O)c2)cc1	-2	-3	-3	-18	-1	6	-41	1	-50	8
CC(C)Sc1snnc1-c1ccccc1	-5	2	-3	-0.4	1	8	-2	5	2	-1
OC[C@@H]1CN(CCN2CCOCC2)C[C@H](n2cnc3c(NCc4ccco4)ncnc32)O1	-7	-3	1	0.0	-2	8	-2	-7	1	-6
Cc1nc(S(=O)(=O)Cc2ccc(Cl)cc2)nc2c1CCC2	1	-5	4	-0.7	-1	-3	6	-2	3	-2
CN1/C(=C/C2CC(=O)N(c3cccc4ccccc34)C2=O)C(C)(C)c2ccccc21 (stereo not drawn)	-3	0	-5	0.2	-1	2	-19	-7	-30	-15
COC(=O)C1=C(C)N(C)C(=S)N(C)C1c1ccc(OC)cc1 (stereo not drawn)	8	6	-1	-0.4	19	3	-1	13	2	7
O=C(Nc1nnc(SCc2cccc3ccccc23)s1)C1COc2ccccc2O1 (stereo not drawn)	-20	4	0	0.3	6	-3	-4	0	-7	-41
COc1ccc(C(=O)Nc2ccc([N+](=O)[O-])cn2)c(OC)c1	10	2	6	-0.2	1	-7	2	1	3	12
CCN(CC(=O)NC(C)C)Cc1nc2c(Br)cc(Br)cc2c(=O)[nH]1	1	5	0	0.6	-2	-6	-3	10	-14	-17
CCOc1cc(C(=O)N(C)CC(=O)Nc2cccc3ccccc23)ccc1OC	8	1	-5	-0.4	2	4	-2	-16	-6	-4
CCOc1ccc(N(C)C(=O)CCc2nnc3ccc(N4CCCC4)nn23)cc1	-5	2	3	0.5	-3	4	3	2	-5	1
Cc1cn(C2CC3OCC3O2)c(=O)[nH]c1=O (stereo not drawn)	8	4	3	0.1	0	11	0	-4	4	0
O=C(COC(=O)Cc1c(F)cccc1Cl)NCCC1=CCCCC1	-1	-5	0	-0.3	0	1	-5	0	-4	-3
Cn1c(N)c(C(=O)COC(=O)c2ccc3ccccc3c2)c(=O)n(C)c1=O	-10	2	-2	-0.5	0	4	3	-5	-2	5
CCN(CC(=O)Nc1ccc(OC)cc1)C(=O)c1cc(S(=O)(=O)N2CCOCC2)ccc1N1CCCC1	-2	3	3	0.8	0	1	0	2	5	-7
O=C(C=Cc1ccc2c(c1)OCO2)C=Cc1ccc2c(c1)OCO2	-4	3	-6	-1.8	-1	-3	-22	10	-27	-5
N=c1sccn1CC(=O)Nc1cccc(Oc2ccccc2)c1	4	2	-5	0.1	2	1	6	0	3	10
COc1ccc(N2C(=O)[C@@H]3[C@H](C2=O)[C@H]2c4ccccc4C=CN2[C@@H]3C(=O)Nc2ccccc2)cc1	8	7	2	0.2	5	6	-7	-1	-11	-14
O=C(Oc1ccccc1C(=O)N1CCOCC1)c1ccc(Br)cc1	-1	1	5	0.1	0	6	-2	15	-1	-5

Grouped by structure, the entries above with an NH in an aromatic ring.
SMILES	ASAP1 inh	Rev-erbA mod	DDE Tn7 FP inh	KLK7 zymogen act	UHRF1 MBD2 ctr	DDE Tn6 FP inh	PLCg1 inh	ARFGAP1 inh	PLC-beta3 inh	sPLA2-III inh
Cc1cccc(N2CCN(C(=O)CCc3nc4ccccc4c(=O)[nH]3)CC2)c1C	-11	-1	1	0.0	1	4	1	-2	3	9
CCN(CC(=O)NC(C)C)Cc1nc2c(Br)cc(Br)cc2c(=O)[nH]1	1	5	0	0.6	-2	-6	-3	10	-14	-17
Cc1cn(C2CC3OCC3O2)c(=O)[nH]c1=O (stereo not drawn)	8	4	3	0.1	0	11	0	-4	4	0

(more compounds)
SMILES	ASAP1 inh	Rev-erbA mod	DDE Tn7 FP inh	KLK7 zymogen act	UHRF1 MBD2 ctr	DDE Tn6 FP inh	PLCg1 inh	ARFGAP1 inh	PLC-beta3 inh	sPLA2-III inh
CCC1(C)N([O-])C(C)=C(c2ccccc2)[N+]1=O (stereo not drawn)	16	2	2	0.4	-1	2	2	-6	2	7
O=C1CSC(c2ccc(Cl)cc2)N1C1CCCCC1 (stereo not drawn)	4	9	4	0.7	0	-4	-4	-1	-1	2
COc1ccc(C(=O)Nc2ccccc2C(=O)NCc2ccco2)cc1OC	-4	-3	-4	-0.2	-2	-5	-5	1	-8	-11
COC(=O)[C@]1(Cc2ccccc2)N[C@H](CN(C)C(=O)Nc2ccc(C(F)(F)F)cc2)[C@@H]2C(=O)N(C)C(=O)[C@@H]21	7	-1	-1	1.0	0	5	8	5	-2	-3
O=C(CSc1nnc(-c2ccc3c(c2)OCO3)o1)Nc1ncc(C(F)(F)F)cc1Cl	-4	14	-9	-0.5	1	5	0	-1	-10	-5
Cc1[nH]c2ccccc2c1C(=O)C(=O)NCc1cccs1	6	-1	4	0.3	-4	5	2	3	5	-4
CN(C)C1(CNC(=O)C2CCN(S(=O)(=O)c3cccc(C(F)(F)F)c3)CC2)CCCCC1	3	-12	-3	0.3	0	-4	1	2	-3	0
CN1CCC(OC(=O)Cc2ccc(Cl)cc2)CC1	4	-4	2	-0.1	0	5	-1	-1	1	1
CCOC(=O)NNC(=O)C12CC3CC(CC(C3)C1)C2	4	3	1	-0.1	0	1	1	0	-2	1
COc1ccc(OC)c(S(=O)(=O)NCC2CCCO2)c1 (stereo not drawn)	5	2	-3	0.1	6	-2	3	0	4	4
S=C(Nc1ccccc1)N1CCOCCOCCN(C(=S)Nc2ccccc2)CCOCCOCC1	-3	-7	0	0.1	4	-10	-2	-5	-4	16
c1ccc2c3c([nH]c2c1)C(C1CCCCC1)N(Cc1ncc[nH]1)CC3 (stereo not drawn)	-3	1	-3	1.3	-2	-4	-16	-2	-17	-10
O=C(CCCc1nc2ccccc2s1)Nc1ccccc1	0	-1	1	-0.1	1	0	-1	-11	-9	-2
CC(C)(C)OC(=O)N1O[C@H]2CC1[C@@H]1[C@@H]2N=NN1CCc1ccncc1	4	-4	0	-0.1	-3	5	-3	-3	-3	-1
CC(C)C[C@H]1CN([C@@H](Cc2ccccc2)CN2CCC[C@H]2CN2C(=O)C(=O)NC[C@@H]2Cc2ccccc2)C(=O)C(=O)N1CCc1ccccc1	4	-7	5	0.1	-1	3	2	-5	3	-1
N#Cc1nc(-c2ccco2)oc1N1CCCC1	16	5	1	2.0	3	-3	-120	15	-165	2
NS(=O)(=O)c1ccc(NC(=O)CN2C(=O)c3ccccc3C2=O)cc1	5	4	1	-0.6	-2	-3	1	2	3	0
COc1ccc(N2CC(C(=O)Nc3ccc(S(=O)(=O)Nc4nccs4)cc3)CC2=O)cc1 (stereo not drawn)	-4	4	2	0.0	-2	5	-1	-4	-1	-31
CCC(=O)N1CCN(c2ccc(NC(=O)c3ccco3)cc2Cl)CC1	14	-1	-3	-0.2	-1	3	2	-6	-7	2
C/C(Cl)=C\Cn1c(NCCc2ccccc2)nc2c1c(=O)n(C)c(=O)n2C	-15	/	3	0.2	1	1	-1	0	1	0
CCn1cc([N+](=O)[O-])c(C(=O)Nc2ccn(Cc3ccccc3F)n2)n1	-11	-5	-3	-0.4	0	-8	4	9	-1	0

High-throughput results (PubChem BioAssay)
